FUS suppressor: FUS proteinopathy suppression in yeast; 0.24% of 390,000 active; S. cerevisiae FUS-expressing, growth rescue, OD600, 24 h; Potency, µM (titrated, usually from 76.6 µM), inactives show at the top dose growth rescue (activation), most hits filed as activators; active means well fitted activation curve with a large enough effect; inconclusive means small, poorly fitted or top-dose-only effect; inactive means no such curve, though single readings can be large or run the other way;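 further: plate controls were DMSO vehicle for no effect and reference control for full effect; nearly all actives have a fitted effect of over 55% in size; some results filed as inactive show a strong effect at the top dose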
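Yeast FUS proteinopathy model; galactose-induced FUS (2%), starting OD 0.005. Cpds in dilution series, 24hr, 30C, 99% humidity. Abs 600 nm growth. Pos ctrl CP55940 (top 92uM final); neg ctrl DMSO.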
* = called active by the depositor; ? = inconclusive. Potency means the concentration at half of the fitted maximal effect.

SMILES | FUS suppressor
COC(=O)C[C@H]1CC[C@H]2[C@H](COc3ccc(NC(=O)c4cccs4)cc3C(=O)N2C)O1 | 0%
COc1ccc(CCC[C@H](CCC(=O)N(c2ccccc2)c2ccccc2)CCc2ccccc2)cc1 | 18%
O=C(Nc1ccc2c(c1)OCO2)OC1CC2CC1[C@H]1CCCCN1[C@H]2Cc1ccccc1 (stereo partly drawn) | 15%
O=C(OC12CCCN(C1)/C(=C/c1ccc(Cl)cc1)C2)c1ccco1 (stereo not drawn) | 16%
Cc1ccc(S(=O)(=O)NCC2CN(S(=O)(=O)c3ccc(C)cc3)c3ccccc3C(=O)N2c2ccc(F)cc2)cc1 (stereo not drawn) | 18µM*
O=C(Nc1ccc2c(c1)Cc1ccccc1-2)NC1CCCCN(Cc2cccc(Cl)c2)C1=O (stereo not drawn) | -14%
COc1ccc(C(=O)OCCCN(C)C2CN(Cc3cn(Cc4ccccc4C(F)(F)F)nn3)S(=O)(=O)C2)cc1OC (stereo not drawn) | 32%
Cc1ccc(-n2c(SCC(=O)Nc3ccccc3-c3ccccc3)nnc2-c2ccccn2)cc1 | ?
COc1ccc2c(c1)CN1CN(Cc3ccc(F)cc3)S(=O)(=O)CC21 (stereo not drawn) | 7%
Cc1ccccc1NC(=O)CN1C(=O)CCSc2ccccc21 | 2%
COc1cccc(N(C)C(=O)[C@@H](C)[C@@H](O)c2ccc(Cl)cc2)c1 | 1%
C#CCOCCOCCOCCNc1nc(N2CCOCC2)nc(N2CCN(C(=O)[C@H](CCC(=O)O)n3cc(C(N)CO)nn3)CC2)n1 (stereo partly drawn) | ?

For reference, three of the compounds above:
SMILES | FUS suppressor
COC(=O)C[C@H]1CC[C@H]2[C@H](COc3ccc(NC(=O)c4cccs4)cc3C(=O)N2C)O1 | 0%
COc1ccc(CCC[C@H](CCC(=O)N(c2ccccc2)c2ccccc2)CCc2ccccc2)cc1 | 18%
O=C(Nc1ccc2c(c1)OCO2)OC1CC2CC1[C@H]1CCCCN1[C@H]2Cc1ccccc1 (stereo partly drawn) | 15%

(continued)
SMILES | FUS suppressor
COc1cc(NC(=O)c2cc(C)on2)c(OC)cc1Cl | -15%
C=CCC12C=C(OC)C(=O)C(C1=O)C(c1ccc(OC)cc1)C2C (stereo not drawn) | -3%
CC(=NNC(=O)CSc1nnc(-c2ccc(C(C)(C)C)cc2)n1-c1ccccc1)c1cccc2ccccc12 | ?
O=C(Nc1ccc(Cl)cc1Cl)OC1CCC12CCC(c1ccccc1)CC2 (stereo not drawn) | -12%
CCCCCCCCN1C(=O)[C@@H](CC(=O)NCC23CC4CC(CC(C4)C2)C3)C[C@@]2(C(=O)OC)C1=C[C@H](C(C)C)O[C@@H]2C1CC1 | ?
Cc1cccc(-c2nnc(SCc3cccc4ccccc34)n2-c2ccc(Cl)cc2)c1 | ?
COc1cccc(/C=C2\CC3(OC(=O)C4CCCCC4)CCCN2C3)c1 (stereo not drawn) | 15%
C=CC[C@H]1c2ccccc2[C@H]2N3N=Cc4ccccc4[C@H]3[C@H](CCCC)C(=O)N2N1C(=O)c1ccccc1 | 41%
CC(=O)c1cc(-c2ccc(Cl)c(Cl)c2)c(=O)n2c1CCC2 | -17%
COC(=O)C[C@@H]1CC[C@@H]2[C@@H](COc3ccc(NC(C)=O)cc3C(=O)N2C)O1 | -11%
COc1ccc(-c2cc(-c3nnc(SCc4cccc5ccccc45)n3N)[nH]n2)cc1 | 18%
OC(c1ccccc1)(c1ccccc1)c1cnc2ccccn12 | -5%
CCOC(=O)N1CCN(C(=O)C[C@H]2C(=O)N(Cc3ccc(OC)cc3)C3=CCCCC[C@@]32C(=O)OC)CC1 | 18%
COc1ccc(-c2nnc(SCC(=O)NN=C(C)c3cccc4ccccc34)n2-c2ccccc2)cc1 | 34%
CCOC(=O)N1C(=O)C[C@](Sc2ccc(OC)cc2)(C(=O)N(C)C)[C@H]1c1ccc(OC)cc1 | 24%
C[C@@H]1COc2cc(Br)ccc2S(=O)(=O)N1Cc1cn(Cc2ccc(C(F)(F)F)cc2)nn1 | -2%
c1coc(-c2nnc3n2N=C(c2ccc4c(c2)OCO4)CS3)c1 | 12%
COC(=O)[C@]12C[C@H](CC(=O)NCC34CC5CC(CC(C5)C3)C4)C(=O)N(Cc3ccco3)C1=C[C@H](C1CCCC1)O[C@@H]2C | ?
CCOC(=O)c1ccc(C#Cc2ccc3c(c2)C(C)(C)CCS3)nc1 | 29%
CN(Cc1ccccc1)C(=O)OCc1cn(Cc2cccc(F)c2F)nn1 | 7%
O=C(NC1CCCCN(Cc2cccc(F)c2)C1=O)c1ccc(-c2ccccc2)cc1 (stereo not drawn) | 41%
CCCC1CCC2(CC1)CCC2OC(=S)Nc1ccccc1Br (stereo not drawn) | 2%
O=C(NCC(c1ccccc1)c1ccccc1)[C@H](Cc1ccccc1)NC1(C(=O)NC2CCCCC2)CCCCCC1 | 33%
C=CCn1c(SCC(=O)Nc2ccccc2OCC)nnc1-c1ccc(C(C)(C)C)cc1 | ?
CCCCNC(=O)C[C@H]1C[C@@]2(C(=O)OC)C(=C[C@H](C3CCCC3)O[C@@H]2C)N(Cc2ccc(Cl)cc2Cl)C1=O | ?
COc1ccccc1CNC(=O)N1CCN(Cc2nc3ccccc3c(=O)[nH]2)CC1 | -6%
CC(C)CN1C(=O)C[C@]2(C(=O)N(C)c3ccc(NC(=O)C(F)(F)F)cc32)C1c1ccccc1 (stereo partly drawn) | 2%
CCn1c(COc2ccc(Cl)cc2)nnc1SCC(=O)Nc1ccc(Oc2ccccc2)cc1 | 7%
C=CCN1C(=O)[C@@H](CC(=O)NCc2ccc(C)o2)[C@]2(C(=O)OCC)CCCCC/C=C/12 | 17%
Cc1ccccc1CN1CCCCC(NC(=O)c2cccc(C(F)(F)F)c2)C1=O (stereo not drawn) | 29%
COCCCNC(=O)C[C@H]1C[C@@]2(C(=O)OC)C(=C[C@H](C3CCCC3)O[C@@H]2C)N(CCC2=CCCCC2)C1=O | 28%
C=CC(=O)NC1CCCCN(C(C)C)C1=O (stereo not drawn) | -2%
Cc1cc(Cl)ccc1OCC(=O)N/N=C/c1ccc[nH]1 | -13%
CC(C)(C)C(=O)OC12CCCN(C1)/C(=C/c1ccc(Cl)cc1)C2 (stereo not drawn) | 4%
C=CCOC(=O)N1CCN(C(=O)c2ccc3c(c2)nc(C)n3C2CCCC2)CC1 | 4%
COC(=O)[C@H]1C[C@@]2(N3CCCCC3)c3ccccc3N[C@H]2N1S(=O)(=O)c1ccc([N+](=O)[O-])cc1 | 35%
CCOC(=O)[C@@]12CN(C(=O)OC(C)(C)C)CC=C1N(Cc1ccc(OC)cc1)C(=O)[C@H]2CC(=O)N1CCCCC1 | ?
COC(=O)C1CN(Cc2ccccc2)CCS(=O)(=O)N1Cc1cccc(Cl)c1 (stereo not drawn) | 33%
COc1cc(NC(=O)C2CCCN(S(=O)(=O)c3ccc(C)cc3)C2)cc(OC)c1 (stereo not drawn) | -2%
CCc1ccccc1N=Nc1c(N)[nH]n(-c2ccccc2)c1=O | 2%
COc1cc(OC)cc(C(C)c2ccc(-c3ccccc3)cc2)c1 (stereo not drawn) | -15%
CC(=O)NC1CCCCN(Cc2ccc(Cl)cc2)C1=O (stereo not drawn) | -11%
Cc1ccc(CN2CCCCC(NC(=O)c3ccc(-c4ccccc4)cc3)C2=O)cc1 (stereo not drawn) | ?
CC1(C)CC(=O)N(CC(=O)N2CCN(Cc3ccc4c(c3)OCO4)CC2)c2ccccc2S1(=O)=O | 9%
COC(=O)[C@]12C[C@H](CC(=O)NCc3ccc(C)o3)C(=O)N(CCc3ccc(OC)c(OC)c3)C1=C[C@H](C1CCCC1)O[C@@H]2C | ?
COc1ccc(CN(CCN2CCOCC2)C(=O)c2cc(F)ccc2F)cc1OC | -4%
CCCCCCCCN1C(=O)[C@@H](CC(=O)NCCCOCCCC)C[C@@]2(C(=O)OC)C1=C[C@H](C(C)C)O[C@@H]2C1CC1 | ?
C[C@@H]1[C@@H](O)C[C@@]2(C[C@H](O)c3cc(Cl)cc(Cl)c3O2)O[C@H]1c1ccccc1Cl | 30%

3 entries out of the list, ordered by number of heavy atoms, rising:
SMILES | FUS suppressor
CC(=O)NC1CCCCN(Cc2ccc(Cl)cc2)C1=O (stereo not drawn) | -11%
COC(=O)C1CN(Cc2ccccc2)CCS(=O)(=O)N1Cc1cccc(Cl)c1 (stereo not drawn) | 33%
COc1cc(NC(=O)C2CCCN(S(=O)(=O)c3ccc(C)cc3)C2)cc(OC)c1 (stereo not drawn) | -2%

Remaining list, next part.
SMILES | FUS suppressor
CC(=O)CC[C@H]1CC[C@]2(CCCN(C(=O)c3ccco3)C2)O1 | -12%
CC[C@H](CCCc1ccc(OC)cc1)CCC(=O)N(c1ccccc1)c1ccccc1 | 16%
O=C(CSc1nnc(-c2ccco2)n1-c1ccc(Cl)cc1)Nc1ccc(S(=O)(=O)Nc2nccs2)cc1 | 25µM*
Cc1cccc(NC(=O)NCCCN2CCN(c3ccc(F)cc3)CC2)c1 | -12%
C#CCN1CC(N(C)CCOC(=O)CCCc2ccccc2)CS1(=O)=O (stereo not drawn) | -2%
C=CC[C@H]1c2ccccc2[C@H]2N3N=Cc4ccccc4[C@H]3[C@H](CCCC)C(=O)N2N1C(=O)NCc1ccccc1 | ?
CCCCCCC(=O)NC1CCCCN(Cc2ccccc2C)C1=O (stereo not drawn) | 41%
CCOc1ccc(-n2c(SCC(=O)Nc3ccc(S(=O)(=O)Nc4cc(C)nc(C)n4)cc3)nnc2-c2cccc(C)c2)cc1 | ?
O=C(Nc1c(-c2ccc(C(F)(F)F)cc2)nc2ncccn12)C1CC1 | 5%
CC1CCC2(CCC(=O)N2CCCOC(=O)c2ccccc2)CC1 (stereo not drawn) | 15%
COc1ccc(N2CCCN(CC(=O)Nc3ccc(Cl)cc3)CC2)cc1 | 3%
CC(=O)Nc1c(-c2ccc(C)cc2)nc2ncccn12 | -7%
COC(=O)[C@]12C[C@H](CC(=O)NCC3CCCCC3)C(=O)N(CCc3ccc(OC)c(OC)c3)C1=C[C@H](C1CCCC1)O[C@@H]2C | ?
COc1ccc(S(=O)(=O)N(C)C[C@@H]2Oc3c(NC(=O)Nc4cccc5ccccc45)cccc3C(=O)N([C@@H](C)CO)C[C@H]2C)cc1 | ?
COC(=O)[C@]12C[C@H](CC(=O)NCc3cccc(C(F)(F)F)c3)C(=O)N(Cc3ccc(Cl)cc3Cl)C1=C[C@H](C(C)(C)C)O[C@@H]2C | 13µM*
CN1CCC(N[C@@H](Cc2ccccc2)C(=O)NCCCc2ccccc2)(C(=O)NCCc2c[nH]c3ccccc23)CC1 | 28%
O=C(c1ccccc1)n1ccc2ccc(-c3ccc4ccn(Cc5ccccc5)c4c3)cc21 | 39%
CCCCc1cccc2[nH]cc(C)c12 | -4%
C#CCOCCOCCOCCNc1nc(N2CCN(C(=O)Cn3cc(CCCN=C(N)N)nn3)CC2)nc(N2CCN(C(=O)[C@H](Cc3ccc(O)cc3)n3cc(CCO)nn3)CC2)n1 | 1%
CCC[C@H](/C=C/C(=O)OC(C)(C)C)Sc1ccc(N)cc1 | 32%
CC1=C2NC(N)=[N+](Cc3ccc4c(c3)OCO4)CC2NOC1 (stereo not drawn) | -8%
Cc1cc(NS(=O)(=O)c2ccc(NC(=O)CSc3nnc(-c4ccc(Cl)cc4)n3Cc3ccco3)cc2)nc(C)n1 | 17%
COc1cccc(NC(=O)NC2CCCCN(Cc3ccccc3C)C2=O)c1 (stereo not drawn) | 0%
O=C(NCCC1=CCCCC1)C1CCN(S(=O)(=O)c2ccccc2[N+](=O)[O-])CC1 | 8%

A second format for part of the listing above.
| mol | FUS suppressor |
| --- | --- |
| O=C(c1ccccc1)n1ccc2ccc(-c3ccc4ccn(Cc5ccccc5)c4c3)cc21 | 39% |
| CCCCc1cccc2[nH]cc(C)c12 | -4% |
| C#CCOCCOCCOCCNc1nc(N2CCN(C(=O)Cn3cc(CCCN=C(N)N)nn3)CC2)nc(N2CCN(C(=O)[C@H](Cc3ccc(O)cc3)n3cc(CCO)nn3)CC2)n1 | 1% |
| CCC[C@H](/C=C/C(=O)OC(C)(C)C)Sc1ccc(N)cc1 | 32% |
| CC1=C2NC(N)=[N+](Cc3ccc4c(c3)OCO4)CC2NOC1 (stereo not drawn) | -8% |

Later entries:
SMILES | FUS suppressor
Cc1cc(NS(=O)(=O)c2ccc(NC(=O)Cc3ccc(Cl)c(F)c3)cc2)no1 | -18%
O=[N+]([O-])c1cccc(NCCCN2CCC(C(O)(c3ccccc3)c3ccccc3)CC2)c1 | 30%
COC(=O)[C@]12C[C@H](CC(=O)N3CCN(C(=O)C4CC4)CC3)C(=O)N(CCc3ccc(OC)c(OC)c3)C1=C[C@H](COCc1ccccc1)O[C@@H]2C | ?
CN(CCOC(=O)CC1C=CCC1)C1CN(Cc2cn(Cc3ccccc3Cl)nn2)S(=O)(=O)C1 (stereo not drawn) | 34%
COC(=O)[C@]12C=CCN1[C@H](c1ccc(OC)c(OC)c1)c1c(c3ccccc3n1S(=O)(=O)c1ccc(C)cc1)C2 | ?
C=CCN1C(=O)[C@@H](CC(=O)NCc2cccc(C(F)(F)F)c2)[C@]2(C(=O)OC)CCCCC=C12 | 39%
O=C(Cc1cccs1)NC1CCCCN(Cc2ccc(Cl)cc2)C1=O (stereo not drawn) | 6%
O=C(Nc1ccc(Cl)cc1)C1CCCN1S(=O)(=O)c1cccnc1 (stereo not drawn) | -13%
COc1ccc(S[C@]2(C(=O)N3CCN(C(C)=O)CC3)CC(=O)N(C(=O)CCc3ccccc3)[C@@H]2c2ccc(OC)cc2)cc1 | ?
Cc1ccc(-n2c(SC/C=C/c3ccccc3)nnc2-c2ccco2)cc1 | ?
CCCC(=O)N1CCC[C@]2(CC[C@H](CCC(C)=O)O2)C1 | -6%

Only part of the results is shown. The share of hits here may be higher or lower than overall.
